# PTHR1 agonist = PTHR1 (human) receptor agonism. Q03431. HEK293 GP2 PTHR1 cells, GloSensor cAMP luminescence, 1 h. Potency, µM (highest dose often 115 µM), inactives show at the highest dose activation, actives largely listed as activators. 0.075% of 410,000 active. AID 743266; further: potency means the concentration at half of the fitted maximal effect; nearly all actives have a fitted effect of over 55% in size; some results filed as inactive show a strong effect at the top dose; inactives centre near -15; many of its hits are not listed in these tables
#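 HEK-293-derived GP2 cells expressing PTHR1 and a GloSensor cAMP reporter, 3,000/well, plated overnight, given luciferin plus IBMX (each 0.5 mM as added) for 1 h at 37 °C, then compound for 1 h at 37 °C. Luminescence was read after 15 min at room temperature.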
# GLP-1R agonist = GLP-1 receptor (human) agonism. P43220. HEK293 GLP-1R CRE-luciferase, luminescence, 4-6 h; cells express a hypersensitive GLP-1R form. Potency, µM (highest dose often 45.6 µM), for inactives: top-dose activation, actives largely listed as activators. AID 624172. 0.007% of 380,000 active; further: potency means the concentration at half of the fitted maximal effect; % of control where 0% means no effect
# GLP-1R inv ag = GLP-1 receptor (human) inverse agonism; P43220; HEK293 GLP-1R CRE-luciferase, luminescence, 24 h; GLP-1R form is constitutively active; Potency, µM (titrated, usually from 38.3 µM), without a hit: at the highest dose activity change, negative = inhibition, hits mostly inhibitors; 1.6% of 410,000 active; further: potency means the concentration at half of the fitted maximal effect; on the % scale 0 is the no-effect control and ±100 the full control effect; nearly all actives have a fitted effect of over 55% in size
#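 Assay principle: reduced luminescence from a cAMP-responsive reporter in HEK293 cells co-expressing a constitutively active GLP-1R. Conditions: 24 hr compound incubation, 37 deg C, 5% CO2.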
# HEK293 tox = cytotoxicity counter-screen for GLP-1 receptor inverse agonists; HEK293 cAMP-luciferase reporter cells, luminescence, 24 h; Potency, µM (series often up to 38.3 µM), for inactives: at the highest dose activity change, negative = inhibition, usual class: inhibitors; AID 624418; 0.13% of 410,000 active;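 further: loss of luciferase light is scored as toxicity; potency means the concentration at half of the fitted maximal effect; on the % scale 0 is the no-effect control and ±100 the full control effect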
#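 A 23 nL compound transfer followed 12 hours of cell culture at 37 deg C; exposure then lasted 24 hr. Luciferase assay detection reagent was dispensed and plates read for luminescence after a 12 min room-temperature wait.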
# IL2 activator = activators of IL-2; IL-2 activation reporter assay, cell-based qHTS; stimulated with anti-CD3/CD4/CD28 beads; in transgenic mouse T cells; activation, % (series mostly up to about 46 µM); 0.065% of 360,000 active; AID 652025; in the data active means activation above about 50%; inconclusive means mostly about 30% to 49%; further: 0% is about no effect
#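 Unstimulated transgenic mouse T cells; 60-min compound exposure; bead-based TCR/CD4/CD28 stimulation; 18 h culture, 37 degrees C; dual fluorescence (EGFP, DsRed) plate cytometry.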
# PI5P4K alpha inh = PI5P4K alpha (human) kinase inhibition | 1.2% of 330,000 active | max response, % | P48426 | PI5P4Kalpha enzyme, ADP-Glo luminescence, 60 min; stronger effect = lower value; active means max response of -50% or lower; inconclusive means between -30% and -50%; inactive means -30% or higher; further: value at the top dose of about 77 µM; on the % scale 0 is the no-effect control and ±100 the full control effect
# Target sequence (P48426 whole entry, looked up): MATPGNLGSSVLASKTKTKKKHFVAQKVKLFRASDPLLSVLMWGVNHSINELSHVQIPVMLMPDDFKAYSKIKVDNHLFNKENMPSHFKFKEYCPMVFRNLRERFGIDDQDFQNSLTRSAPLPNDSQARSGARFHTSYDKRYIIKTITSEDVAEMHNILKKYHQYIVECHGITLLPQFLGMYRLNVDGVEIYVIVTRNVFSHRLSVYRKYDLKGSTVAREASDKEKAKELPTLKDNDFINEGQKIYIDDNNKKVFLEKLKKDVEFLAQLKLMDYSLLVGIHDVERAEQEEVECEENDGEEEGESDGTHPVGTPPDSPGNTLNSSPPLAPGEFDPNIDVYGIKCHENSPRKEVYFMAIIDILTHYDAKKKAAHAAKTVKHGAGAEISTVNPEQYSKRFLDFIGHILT
#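 Single end-point luminescence (ADP-Glo) quantified ADP from PI5P4Kalpha turnover; ATP 5 microM final, 1 h at RT, 0.1% CHAPS and 0.28 mM EGTA in HEPES pH 7.4.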
# EPAC1 ag = agonists of human EPAC1 | O95398 | EPAC1 agonist qHTS, biochemical assay; response scale: 100% = response to 6.5 mM cAMP | Potency, µM (top dose mostly 154 µM), for the others: at the top dose activation, usual class: activators | 0.073% of 360,000 active; further: potency means the concentration at half of the fitted maximal effect; nearly all actives have a fitted effect of over 60% in size
#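 Compounds were pinned as a concentration titration into mixtures of EPAC1 (100 nM), BODIPY-GDP-loaded Rap1B (250 nM) and GDP (50 uM). After 5 min at room temperature, fluorescence was followed for 30 min; activity was scaled to 6.5 mM cAMP.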
# PLK1 PBD inh = inhibitors of human PLK1 polo-box domain binding. P53350. 2.8% of 360,000 active. Plk1 PBD binding of FITC phosphopeptide, fluorescence polarization. Potency, µM, for the others: max response, negative = inhibition, usual class: inhibitors; further: potency means the concentration at half of the fitted maximal effect; series mostly up to about 57 µM; on the % scale 0 is the no-effect control and ±100 the full control effect; nearly all actives have a fitted effect of over 65% in size
# Target sequence (P53350 whole entry, looked up, the tested form may be a part): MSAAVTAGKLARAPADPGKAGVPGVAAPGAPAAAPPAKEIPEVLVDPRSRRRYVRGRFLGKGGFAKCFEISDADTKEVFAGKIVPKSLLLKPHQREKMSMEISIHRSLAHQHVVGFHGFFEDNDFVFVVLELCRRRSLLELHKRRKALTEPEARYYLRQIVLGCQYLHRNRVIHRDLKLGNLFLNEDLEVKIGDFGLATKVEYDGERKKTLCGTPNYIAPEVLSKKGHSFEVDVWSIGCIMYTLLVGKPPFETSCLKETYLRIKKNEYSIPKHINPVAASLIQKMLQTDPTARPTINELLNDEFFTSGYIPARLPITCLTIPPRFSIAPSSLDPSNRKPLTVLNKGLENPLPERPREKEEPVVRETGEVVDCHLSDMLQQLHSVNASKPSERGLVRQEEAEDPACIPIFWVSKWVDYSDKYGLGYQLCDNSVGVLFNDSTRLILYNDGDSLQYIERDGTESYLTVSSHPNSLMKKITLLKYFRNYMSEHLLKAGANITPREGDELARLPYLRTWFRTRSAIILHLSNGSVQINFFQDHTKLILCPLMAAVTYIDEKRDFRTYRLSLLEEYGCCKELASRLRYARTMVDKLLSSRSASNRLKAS
# EPAC1 antagonist = EPAC1 (human) antagonism; O95398; EPAC1 GEF assay, Rap1b-BODIPY-GDP exchange fluorescence; 0.14% of 360,000 active; Potency, µM (highest dose often 115 µM), for the others: at the top dose activity change, negative = inhibition, hits mostly inhibitors;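 further: potency means the concentration at half of the fitted maximal effect; plate controls were vehicle for no effect and positive control for full effect; nearly all actives have a fitted effect of over 50% in size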
# Starred values were filed as active, the others as inactive; i = inactive; ? = inconclusive; / = not tested or not shown; [ ] = dose if it differs, or a comment. Unless noted, the call rests on the fitted dose curve; in most records, active means well fitted curve in the direction sought with a large enough effect; inconclusive means small, poorly fitted or top-dose-only effect, or another doubt; inactive means no such curve, though single readings can be large; an effect the other way counts as inactive or inconclusive.
SMILES,PTHR1 agonist,GLP-1R agonist,GLP-1R inv ag,HEK293 tox,IL2 activator,PI5P4K alpha inh,EPAC1 ag,PLK1 PBD inh,EPAC1 antagonist
N=c1c2c3c(sc2ncn1CCCN1CCOCC1)CCCCC3,-12%[57.5 µM],4%,-9%,-18%,-1.9,/,3%,-4%,-3%
COCCN(Cc1cc2cc(C)ccc2n2nnnc12)C(=S)Nc1ccc(OC)cc1,i,11%,73%[activator],-3%,-0.7,1,-2%,-12%,-19%
Cc1nc(SCC(=O)Nc2sccc2C(N)=O)c2c(C)c(C)sc2n1,-3%,17%,-1%,-7%,-1.9,-19,17%,-30%,-2%
COc1cccc(N2CCN(C(=O)CCNS(=O)(=O)c3ccc(F)c(F)c3)CC2)c1,-58%[inhibitor],-8%,?,-4%,-1.0,-2,9%,-16%,-8%
CN1CCN(CC(O)(c2ccc(Cl)cc2)c2ccc(Cl)cc2)CC1,i,-2%,?,-3%,-1.2,30,0%,-21%,-18%
O=C(COC(=O)c1cccnc1Cl)NCCCc1ccccc1,-2%,0%,1%,7%,-1.7,2,5%,0%,-2%
Cc1cc(NC(=O)c2ccc(F)cc2)no1,-13%,1%,-5%,-23%,-1.0,2,9%,2%,3%
O=C(Nc1ccccc1)c1ccc(NC(=O)c2cccs2)cc1,-23%,-6%,-16%,-17%,-0.5,1,15%,0%,8%
COc1ccc(C(=O)N(Cc2ccco2)Cc2cccs2)c(O)c1,i,0%,?,-19%,-3.5,0,6%,-13%,-8%
CC1CCN(CCCNC(=O)c2ccc(CSCc3cccc(Cl)c3)o2)CC1,-15%,-8%,?,-20%,-2.0,/,-7%,-1%,16%
COc1cccc(CN2CCN(Cc3ccc4cccc(F)c4n3)CC2CCO)c1 (stereo not drawn),-6%,-10%,-4%,0%,-4.9,-1,-4%,-5%,9%
O=C(COC(=O)Cc1ccc(Cl)cc1)Nc1ccccc1-c1ccccc1,i,4%,-9%,55%[activator],-0.1,-1,11%,-9%,-14%

# A second format for two compounds above.
# Results follow in this order: PTHR1 agonist	GLP-1R agonist	GLP-1R inv ag	HEK293 tox	IL2 activator	PI5P4K alpha inh	EPAC1 ag	PLK1 PBD inh	EPAC1 antagonist
O=C(COC(=O)Cc1ccc(Cl)cc1)Nc1ccccc1-c1ccccc1
 : i	4%	-9%	55%[activator]	-0.1	-1	11%	-9%	-14%
Cc1cc(NC(=O)c2ccc(F)cc2)no1
 : -13%	1%	-5%	-23%	-1.0	2	9%	2%	3%

# Remaining list, next part
SMILES,PTHR1 agonist,GLP-1R agonist,GLP-1R inv ag,HEK293 tox,IL2 activator,PI5P4K alpha inh,EPAC1 ag,PLK1 PBD inh,EPAC1 antagonist
COc1ccc(OCc2cc(C(=O)NC3Cc4ccccc4C3)no2)c(Cl)c1,29%,-1%,-16%,-13%,-2.2,-3,-3%,2%,-4%
Cc1ccc(C2=NC3(CCCCC3)N=C2SCC(=O)Nc2ccc3c(c2)OCCO3)cc1,-37%[inhibitor],1%,?,-10%,-4.1,-5,9%,3%,-15%
C/C=C/C1=CC(=O)C[C@H](c2ccc3c(c2)OCO3)C1,i,12%,13%,7%,0.7,-9,3%,-9%,-6%
O=C1CC(c2ccccc2)n2nc(NC(=O)c3ccccc3)nc2N1 (stereo not drawn),i,-8%,1%,-16%,0.8,-6,4%,5%,10%
CC(C)(C)OC(=O)N1CCC(CNC(=O)Nc2ccccc2)CC1,4%,2%,-46%,5%,1.7,1,0%,-7%,-12%
NC(Cc1ccc(Cl)cc1)c1csc(Nc2nccc(C(F)(F)F)n2)n1 (stereo not drawn),-6%,-4%,?,?,-0.5,9,-10%,-5%,-15%
CCn1c(=O)n(CC)c2cc(N3CCCC3)c(NC(=O)c3cccc(Cl)c3)cc21,i,16%,8%,-16%,-2.5,2,7%,-14%,-4%
O=C1N(C2CCCC2)C[C@@H]2C[C@@H](c3cccn3-c3ccccn3)N3CCC[C@@]123,i,7%,15%,0%,-0.9,-8,1%,-10%,-20%
CCN(Cc1ccccc1)S(=O)(=O)c1ccc(S(=O)(=O)N(Cc2ccccn2)Cc2ccco2)cc1,i,0%,32%[activator],-5%,0.4,/,4%,0%,5%
CCCCN1C(=O)C(CC(=O)NC(c2ccccc2)c2ccccc2)CC(C(=O)N(CC)CC)=C1C (stereo not drawn),i,7%,14%,-10%,-3.3,4,-9%,2%,-2%
O=C(Oc1ccc2c(c1)OCO2)c1ccc(Br)c(S(=O)(=O)N2CCOCC2)c1,i,-11%,0%,-7%,2.9,/,10%,-8%,7%
COc1ccc(-c2c(C)c3cc(O)ccc3oc2=O)cc1,i,2%,13%,-2%,0.7,-3,-17%,-6%,-27%
CCCOc1ccc(-c2nc(OCC)c3ccccc3n2)cc1,i,-6%,11%,-9%,0.7,/,0%,2%,3%
Cc1ccccc1Nc1nn2c(=O)c3ccccc3nc2s1,-14%[57.5 µM],0%,-6%,-13%,1.0,4,-11%,-7%,16%
C=CCOC(=O)C1=C(C)OC(N)=C(C#N)C1c1ccco1 (stereo not drawn),-13%,-3%,-4%,2%,1.0,-4,6%,-3%,-10%
S=c1[nH]c2cnccc2n1Cc1ccccc1,-1%,5%,15%,-15%,-1.6,1,-1%,?,-7%
CC(C)CCN(CCC(C)C)C(=O)Cc1c(O)c2ccccc2[nH]c1=O,-23%,-4%,21%,13%,0.4,1,-11%,-3%,0%
COc1ccc(-c2cc(C(F)(F)F)n3nc(C(=O)O)cc3n2)cc1OC,i,-5%,34%[activator],-3%,-0.3,-23,4%,-2%,2%
COc1ccc(Br)cc1/C=N/Nc1ccccn1,-40%[inhibitor],-6%,-20%,2%,1.8,17,10%,-11%,-24%
O=C(NCCc1ccccc1F)C1CC(=O)N(c2cccc(C(F)(F)F)c2)C1 (stereo not drawn),-7%,-20%,-12%,-8%,0.2,-4,-9%,-7%,0%
CCOc1ccc(N(CC(=O)N2CCCCCC2)S(C)(=O)=O)cc1,i,-6%,6%,1%,-0.1,1,-3%,3%,-1%
CN(C)c1ncnc2c1ncn2[C@H]1CN(Cc2ccco2)C[C@@H](CO)O1,-21%,1%,19%,-12%,-0.3,1,5%,-13%,2%
CN1CCN(CCC(=O)Nc2cccc(Br)c2)CC1,-7%,1%,-25%,-6%,-0.6,1,3%,-14%,9%
CN(C)CCOc1cccc(Br)c1,i,0%,-9%,16%,-4.5,4,6%,-4%,-4%
Cc1c(C(=O)OCC(=O)Nc2ccc(C(=O)N(C)C)cc2)oc2ccccc12,-3%,4%,20%,2%,-1.5,9,6%,-3%,1%
CCN(CC)CCNc1nc(-c2ccc(OC)cc2)c(-c2ccc(OC)cc2)s1,i,9%,?,-21%,-3.3,-4,-6%,4%,5%
O=C(CSc1nc2ccccc2[nH]1)NCc1ccccc1,-5%,13%,15%,-25%,0.5,-3,6%,-5%,3%
Cc1cccc(C)c1-n1nnnc1C1(C)CCC(=O)N1CC1CCCCC1 (stereo not drawn),0%,2%,20%,1%,0.0,0,5%,-7%,16%
Cc1cc(NC(=O)c2ccc(C#N)cc2)n(-c2ccccc2)n1,-22%,-2%,28%,-20%,-0.1,-3,-8%,-5%,1%
COc1ccc(C(=O)Nc2cccc3ccccc23)cc1,-1%,7%,-19%,-13%,-1.8,3,-5%,4%,-10%
O=C(c1ccc2c(c1)OCO2)C1CCCN(Cc2cn[nH]c2-c2cccc(F)c2)C1 (stereo not drawn),i,8%,?,1%,-2.5,0,7%,-9%,9%
Cc1ccc(NC(=O)C(=O)NCCN2CCN(C(=S)Nc3ccccc3)CC2)cc1,-15%,-1%,-20%,-9%,-0.2,5,7%,-3%,13%

# Arranged by molecular weight (highest first): some entries from above.
SMILES,PTHR1 agonist,GLP-1R agonist,GLP-1R inv ag,HEK293 tox,IL2 activator,PI5P4K alpha inh,EPAC1 ag,PLK1 PBD inh,EPAC1 antagonist
CCn1c(=O)n(CC)c2cc(N3CCCC3)c(NC(=O)c3cccc(Cl)c3)cc21,i,16%,8%,-16%,-2.5,2,7%,-14%,-4%
NC(Cc1ccc(Cl)cc1)c1csc(Nc2nccc(C(F)(F)F)n2)n1 (stereo not drawn),-6%,-4%,?,?,-0.5,9,-10%,-5%,-15%
COc1ccc(OCc2cc(C(=O)NC3Cc4ccccc4C3)no2)c(Cl)c1,29%,-1%,-16%,-13%,-2.2,-3,-3%,2%,-4%
CN1CCN(CC(O)(c2ccc(Cl)cc2)c2ccc(Cl)cc2)CC1,i,-2%,?,-3%,-1.2,30,0%,-21%,-18%
C=CCOC(=O)C1=C(C)OC(N)=C(C#N)C1c1ccco1 (stereo not drawn),-13%,-3%,-4%,2%,1.0,-4,6%,-3%,-10%

# By substructure: the entries above with a cyano group (two)
SMILES,PTHR1 agonist,GLP-1R agonist,GLP-1R inv ag,HEK293 tox,IL2 activator,PI5P4K alpha inh,EPAC1 ag,PLK1 PBD inh,EPAC1 antagonist
C=CCOC(=O)C1=C(C)OC(N)=C(C#N)C1c1ccco1 (stereo not drawn),-13%,-3%,-4%,2%,1.0,-4,6%,-3%,-10%
Cc1cc(NC(=O)c2ccc(C#N)cc2)n(-c2ccccc2)n1,-22%,-2%,28%,-20%,-0.1,-3,-8%,-5%,1%

# Source: PubChem BioAssay

# These rows are one share of the data (hit frequency here may not be typical).
